Source: PubChem BioAssay
STAT3 blocker: STAT3 signaling inhibition; U3A cells, IL-6 STAT3-luciferase reporter, luminescence; host cell line lacks STAT1; AID 862; inhibition, % at 5.5 µM; 190,000 compounds, 0.89% hits;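 active means inhibition above the mean inhibition across all screened compounds plus 3 SD, cut at about 44% in these data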;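 further: 0% = DMSO only wells and 100% = 100 µM nifuroxazide control wells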
TLR4-MyD88 BLA: blocks binding of human TLR4 to MyD88. 200,000 compounds, 0.18% hits. HeLa CL3-4 TLR4/MyD88 BLA complementation, FRET ratio. inhibition, % at 8.4 µM. O00206+Q99836; in the data active means inhibition above about 25%;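 further: 0% = vehicle and 100% = reference inhibitor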
PPARg SRC2 recr: PPARgamma-driven SRC-2 recruitment agonism | P37231 | PPARgamma LBD-SRC-2 recruitment, biochemical | activation, % at 8 µM | 200,000 compounds, 0.34% hits; in the data active means activation above about 22%;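 further: 0% = vehicle and 100% = reference agonist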
STAT3 activator: STAT3 signaling activation. U3A cells, IL-6 STAT3-luciferase reporter, luminescence; 100% = signal with IL-6 EC80 alone. AID 871. 190,000 compounds, 0.91% hits. activation (% of control), % at 5.6 µM;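 active means activation above the screen-wide mean of compound activation plus 3 SD, cut at about 130% in these data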;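 further: 0% = background luminescence of wells with medium and substrate only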
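Material: human STAT1-deficient U3A cells with stable STAT3-luciferase reporter / Probe or stimulus: IL-6 stimulus at 33 ng/mL final / Schedule: 1 h compound pre-exposure, 6 h IL-6 stimulation, 37 °C / Technique: luminescence / Read-out basis: percent of IL-6-only median luminescence / Control set: IL-6-only high control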
SRC2 TRFRET art: counter-screen for PPARgamma SRC-2 recruitment agonists: TR-FRET artefact; active compounds read high; TR-FRET ratio at 8 µM; 200,000 compounds, 0.4% hits; AID 1049; in the data active means TR-FRET ratio above about 2000; further: inactives centre near 1500
ROMK primary: modulates human ROMK potassium channel activity. P48048. Tet-inducible ROMK, thallium flux fluorescence; actives lie on both sides. B-score at 10 µM. 130,000 compounds, 2% hits. AID 1918;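 active means signal ratio slope over the read window, or its plate-corrected B-score, at least 3 SD from the plate mean, either direction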;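 further: B-score of the F/F0 ratio slope over 7 to 12 s after thallium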
Target sequence (P48048 whole entry, looked up): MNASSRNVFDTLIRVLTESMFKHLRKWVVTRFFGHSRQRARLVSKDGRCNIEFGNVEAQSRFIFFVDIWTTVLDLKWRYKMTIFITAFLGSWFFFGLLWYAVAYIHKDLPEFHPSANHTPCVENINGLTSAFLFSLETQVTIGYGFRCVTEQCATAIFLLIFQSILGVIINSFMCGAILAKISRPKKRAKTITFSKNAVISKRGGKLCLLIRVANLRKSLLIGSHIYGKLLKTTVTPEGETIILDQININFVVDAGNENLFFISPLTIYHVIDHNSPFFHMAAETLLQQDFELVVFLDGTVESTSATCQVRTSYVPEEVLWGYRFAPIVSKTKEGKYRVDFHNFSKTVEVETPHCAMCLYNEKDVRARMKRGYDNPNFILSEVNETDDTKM
STAT1 inh: inhibitors of IFN-gamma induced STAT1 signaling | NIH 3T3 STAT1-luciferase reporter, luminescence | inhibition, % at 5.5 µM | 200,000 compounds, 0.35% hits | AID 920;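 active means inhibition above a set limit, the mean inhibition across all tested compounds plus 3 SD, cut at about 34% in these data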;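 further: 0% = IFN-gamma with DMSO and 100% = IFN-gamma with 300 µM nifuroxazide; values of inactives mirror those of a sister screen read the other way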
PPARg SRC-3 ag: promotes SRC-3 coactivator recruitment by human PPARgamma. P37231. biochemical PPARgamma/SRC-3 coactivator recruitment assay. activation, % at 8 µM. 200,000 compounds, 0.26% hits. AID 731; in the data active means activation above about 23%;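 further: 0% = DMSO and 100% = reference agonist; some compounds past the cut are filed as inactive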
PPARg SRC1 recr: PPARgamma-driven SRC-1 recruitment agonism | 200,000 compounds, 0.41% hits | AID 631 | PPARgamma-SRC-1 coactivator recruitment biochemical assay | activation, % at 8 µM | P37231; in the data active means activation above about 19%;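 further: 0% = DMSO and 100% = reference agonist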
S1P3 antag: S1P3 (human) receptor antagonism | Q99500 | CHO S1P3 NFAT-BLA reporter, FRET fluorescence, antagonist mode | inhibition, % at 4.98 µM | 170,000 compounds, 0.27% hits | AID 485;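 active means inhibition above the plate cutoff, the mean inhibition of test wells on that plate plus 3 SD, cut at about 28% in these data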;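 further: cells challenged with S1P at its EC80 of 0.8 µM; blue over green emission ratio from cleaved BLA substrate after 4 h stimulation; 0% = S1P-stimulated wells and 100% = unstimulated DMSO-only wells; some compounds past the cut are filed as inactive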
Target sequence (Q99500 whole entry, looked up): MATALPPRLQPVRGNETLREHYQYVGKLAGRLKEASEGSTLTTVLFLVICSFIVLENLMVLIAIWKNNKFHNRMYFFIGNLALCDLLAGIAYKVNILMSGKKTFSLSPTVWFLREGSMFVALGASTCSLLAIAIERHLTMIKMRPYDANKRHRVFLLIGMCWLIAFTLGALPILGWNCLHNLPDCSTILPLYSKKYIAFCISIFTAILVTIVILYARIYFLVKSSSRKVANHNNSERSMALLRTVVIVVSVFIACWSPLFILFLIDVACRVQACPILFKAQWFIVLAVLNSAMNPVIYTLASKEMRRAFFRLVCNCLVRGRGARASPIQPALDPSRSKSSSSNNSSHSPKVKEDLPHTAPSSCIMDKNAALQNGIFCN
RAM network inh: blocks the yeast RAM network | S. cerevisiae dse1pr::URA3 reporter, 5-FOA growth OD615, 2 d; analog-sensitive cbk1-as2 kinase mutant strain | inhibition, % at 50 µM | 190,000 compounds, 1.8% hits | AID 868;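 active means inhibition above a set limit, 3 SD over mean compound inhibition, cut at about 8.4% in these data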;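 further: 0% = DMSO-only wells with no growth and 100% = 10 µM 1-NA-PP1 full growth; inhibition rescues growth on 5-FOA so higher OD means more RAM inhibition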
Numbers without * were called inactive; nt = not tested or not shown.

SMILES	STAT3 blocker	TLR4-MyD88 BLA	PPARg SRC2 recr	STAT3 activator	SRC2 TRFRET art	ROMK primary	STAT1 inh	PPARg SRC-3 ag	PPARg SRC1 recr	S1P3 antag	RAM network inh
Cc1ccccc1N1C(=O)CC(=O)NC1=O	-1	-7	8	100	1536	-0.14	-2	1	8	-14	1.2
Cc1nonc1OCCNc1ccc([N+](=O)[O-])c2cccnc12	23	-8	13	81	1592	-2.1	3	-3	12	-3	7.9
CCCNC(=O)c1c(N)n(Cc2ccc3c(c2)OCO3)c2nc3ccccc3nc12	-8	-44	-2	107	1560	nt	0	1	0	-43	3.5
Cc1ccc(CN2CCN(Cc3ccccc3F)CC2)cc1	11	-18	-8	95	1450	-0.77	-2	-4	-3	7	2.5
Cc1cc(N2CCCCC2)ccc1C=C1C(=O)N(C)C(=S)N(C)C1=O	0	8	-9	102	1365	-0.15	8	1	4	1	-0.9
CCOCCCn1c(N)c(C(=O)Nc2sc3c(c2C(=O)OC)CCCC3)c2nc3ccccc3nc21	-3	-1	-6	106	1698	0.47	2	8	7	nt	5.6
Cc1ncc(CN2CCCC(C(=O)c3ccc(C(C)(C)C)cc3)C2)s1 (configuration not stated)	3	1	5	103	1660	-2.1	0	1	2	5	-0.4
CCN1C(=O)C(=C/C=C/c2ccco2)C(=O)N(CC)C1=S	-3	6	-7	105	1468	nt	16	1	-2	-17	4.1
Cc1cc(OCC(=O)OC(C)C)c2c3c(c(=O)oc2c1)CCCC3	10	-10	9	96	1703	-0.13	2	2	13	26	5.4
Cc1cccc(N2C(=O)NC(=O)/C(=C/c3ccc(N4CCOCC4)cc3)C2=O)c1	2	-4	9	102	1608	-0.0065	-6	2	1	-12	0.2
CN(C)CC1CSCCC1(O)c1ccc(C(F)(F)F)cc1 (configuration not stated)	2	6	-7	98	1581	nt	-6	2	4	4	1.7
COc1cccc(CCNCc2ccc(SC)cc2)c1	12	-8	12	88	1659	nt	9	4	14	6	0.2
CCCC[N+]12CCC(CC1)C(=C(c1ccccc1)c1ccccc1)C2	0	-4	6	96	1706	nt	8	7	-2	-5	0.6
O=C(c1ccccc1F)c1cn(CC(=O)N2CCCCC2)c2ccccc12	2	-2	0	99	1469	0.065	-1	-3	0	nt	0.1
CCCCn1c(O)c(C(CC)=NCc2cc(OC)cc(OC)c2)c(=O)[nH]c1=O	-1	11	-9	104	1430	nt	3	-5	-2	nt	2.0
OC(CCNCCc1c[nH]c2ccccc12)C(F)(F)Cl (configuration not stated)	-3	7	7	103	1565	0.0048	5	-2	4	-14	-0.1
CCN(CC)C(=O)c1ccc(NC(=O)COc2ccc([N+](=O)[O-])cc2Cl)cc1	1	4	-1	101	1357	0.19	-1	-3	-3	-2	3.5
O=C(COc1ccc(Br)cc1)N1CCN(C2CCCC2)CC1	15	6	8	94	1721	-1.6	0	11	6	-6	1.4
Cc1cccc(N2C(=O)NC(=O)/C(=C\c3ccc4c(c3)CCCN4Cc3ccccc3)C2=O)c1	-2	-9	10	102	1814	0.84	3	0	3	-16	7.9
O=C(Nc1c(F)cc(F)cc1F)c1cccn(Cc2ccccc2)c1=O	-4	-1	7	105	1717	-0.00081	-7	3	8	-13	1.7
C=CCOC(=O)C1=C(C)OC(N)=C(C(=O)OCC)C12C(=O)N(CC(N)=O)c1ccccc12 (configuration not stated)	10	1	8	95	1565	nt	-2	0	2	7	-1.1
CCCCn1c(O)c(C(C)=NCCN2CCCCC2)c(=O)[nH]c1=O	9	-10	-4	96	1614	nt	7	1	-6	5	-0.2
CC(=O)Nc1ccc(OC(=O)N(C)c2ccccc2)cc1	15	-3	1	88	1626	-0.12	-3	4	4	-11	1.4
O=C(CSC1c2ccccc2-c2ccccc21)N/N=C/c1ccc(C(=O)O)cc1	-2	-2	4	104	1618	nt	-2	2	3	-2	6.7
O=C(c1ccc(N2CCCCCC2)c([N+](=O)[O-])c1)N1CCC2(CC1)OCCO2	-3	8	2	105	1537	-0.5	2	4	-3	10	-1.2

The list continues.
SMILES	STAT3 blocker	TLR4-MyD88 BLA	PPARg SRC2 recr	STAT3 activator	SRC2 TRFRET art	ROMK primary	STAT1 inh	PPARg SRC-3 ag	PPARg SRC1 recr	S1P3 antag	RAM network inh
Cc1ccc(Cn2c(C)c3cnn(CC(=O)N4CCC5(CC4)OCCO5)c(=O)c3c2C)cc1	15	3	2	92	1648	nt	-4	-2	13	-5	0.0
CN1CCN(C(=O)COc2ccc(N(C)S(=O)(=O)c3ccc(F)cc3)cc2)CC1	1	-4	6	101	1562	-1.3	-2	1	6	-6	2.5
Nc1nonc1C(=O)N/N=C/c1ccc([N+](=O)[O-])o1	40	2	10	69	1614	-0.62	-7	-3	12	-5	-0.8
Cc1ccc2c(c1)C1CN(C)CCC1N2C(=O)c1ccc(Br)o1 (configuration not stated)	-16	-23	10	112	1563	0.75	1	6	4	nt	1.6
CC(NCc1ccc(Cl)cc1Cl)C(O)c1ccccc1 (configuration not stated)	4	-2	4	101	1413	nt	1	6	-10	nt	-0.4
O=c1[nH]c(=O)n(C2CCCCCC2)c(O)c1C=NCCCN1CCOCC1	4	-6	10	102	1347	nt	5	-7	1	-6	1.8
COc1cccc(OCC(=O)N2CCN(C)CC2)c1	9	7	7	98	1545	0.76	-7	2	7	8	-0.1
Nc1ncc(P(=S)(N2CCOCC2)N2CCOCC2)s1	3	0	12	100	1875	0.36	-8	10	12	nt	0.3
CNC(=O)Oc1cccc(-c2cn3cc(Cl)ccc3n2)c1	92*	7	-2	21	1388	0.83	-20	-4	-2	-3	-0.1
Cc1ccc(Cn2cc(C=O)c(-c3ccc(C)cc3)n2)cc1	-23	-4	-16	124	1668	-0.44	-9	0	-6	-5	16*
N#Cc1cc2c(nc1SCC(=O)Nc1ccc(Cl)cc1)C1CCN2CC1	0	-10	6	103	1563	nt	4	-5	0	9	4.6
CCOc1ccc(N2C(=O)/C(=C\c3cccs3)C(=O)NC2=S)cc1	2	11	3	103	1331	0.54	-3	-3	-4	-5	5.0
Clc1ccc2nc3c(c(-c4ccccc4)c2c1)CNCC3	6	-10	-4	98	1643	-3.7*	-2	-1	4	12	0.3
CP(=O)(Nc1ccccc1)C(Cl)(Cl)Cl (configuration not stated)	-2	-4	13	103	1652	-0.34	-3	5	9	-16	-0.1
Cc1sc2ncn(CC(=O)N3CCC4(CC3)OCCO4)c(=O)c2c1C	23	13	1	85	1531	nt	1	-5	2	-8	1.1
Cc1ccc(/C=C2\C(=O)NC(=O)N(CCc3ccc(F)cc3)C2=O)o1	-1	-8	2	103	1584	-1.8	-2	2	1	-9	6.9
NS(=O)(=O)c1ccc(N2CCNCC2)cc1	-5	-9	7	107	1618	-0.063	-7	3	2	-13	1.4
O=C1NC(=O)C(=Cc2ccc(N3CCN(C(=O)c4ccccc4)CC3)c([N+](=O)[O-])c2)C(=O)N1	1	-1	-1	104	1326	-1.1	-6	2	1	-2	1.2
Cc1ccsc1C(=O)C1CCCN(CCO)C1 (configuration not stated)	-1	0	3	112	1656	-0.43	-3	-4	8	5	-1.4
COc1ccc2c(c1)c(C(=O)O)c(C)n2CC(C)C	10	3	-6	95	1432	0.044	-7	0	1	nt	1.6
COc1nc2ccccc2c(=O)n1-c1ccc(C)cc1	-2	-18	4	104	1629	nt	9	0	2	-1	1.6
O=C(c1cc(F)ccc1F)C1CCCN(Cc2cccc(Cl)c2)C1 (configuration not stated)	1	-9	2	103	1545	nt	-4	4	-1	-4	1.8
O=C(O)CCn1cc(C=C2C(=O)NC(=S)NC2=O)c(-c2cccc(Cl)c2)n1	2	7	-3	101	1709	0.37	-4	5	-1	-24	3.5
Cc1ccc(O)c(C(=O)c2cc(C(=O)NCc3ccccc3)c(=O)n(Cc3ccccc3)c2)c1	-16	-15	-5	109	1461	nt	3	-6	8	-25	3.1
COc1cc2c(cc1OC)C(C(=O)N(C)C1CCCCC1)C1CCCCN1C2=O (configuration not stated)	-3	0	5	103	1740	nt	-4	3	0	-4	-0.4

New compounds follow.
SMILES	STAT3 blocker	TLR4-MyD88 BLA	PPARg SRC2 recr	STAT3 activator	SRC2 TRFRET art	ROMK primary	STAT1 inh	PPARg SRC-3 ag	PPARg SRC1 recr	S1P3 antag	RAM network inh
CCC(=O)c1ccc(OC)c(OC)c1	-13	-14	-3	111	1590	-0.37	0	1	5	-6	1.2
Cc1nnc2n1-c1ccc(Cl)cc1C(c1ccccc1)=NC2	nt	nt	1	nt	1590	nt	nt	1	2	-23	nt
O=C1NCCN2CCCC12 (configuration not stated)	9	2	7	97	1525	0.049	0	-3	2	nt	0.3
O=C(NCC(c1cccnc1)N1CCN(c2ccccc2F)CC1)Oc1ccccc1 (configuration not stated)	2	3	-7	98	1402	-1.1	-2	3	-3	nt	0.1
CN1C[C@@H]2C[C@@H](c3cccn3-c3ccccn3)N3CCC[C@@]23C1=O	3	1	4	101	1790	-0.4	-1	-4	3	-6	0.4
COc1ccccc1CN1CCCCC1c1cccnc1 (configuration not stated)	6	10	7	97	1317	nt	-1	1	-1	-19	0.6
CC1(C)CC2(CCO1)NCCN1C(=O)CSC12 (configuration not stated)	5	-26	1	99	1510	nt	2	10	1	-72	3.1
Cc1ccc(/C=C2\C(=O)NC(=S)N(c3ccccc3F)C2=O)s1	5	0	-4	95	1561	nt	0	4	1	3	1.5
CSCCC(N=Cc1c(O)n(-c2ccc(Cl)cc2)c(=O)[nH]c1=O)C(=O)OC(C)(C)C (configuration not stated)	-5	-22	11	104	1516	0.39	2	6	0	nt	0.1
CCOCCN1CCC(OC(C)=O)C(C)C1 (configuration not stated)	6	2	-6	99	1592	1.7	2	-3	-6	nt	0.3
CCOCCc1c(O)[nH]c(=S)[nH]c1=O	4	1	-5	99	1633	-0.81	-1	4	9	-14	1.1
COc1ccc(/C=C2\C(=O)NC(=O)N(Cc3ccccc3)C2=O)c(OC)c1OC	3	-3	7	100	1634	2.3	0	3	4	-15	1.4
COc1ccc(/C=C2\C(=O)NC(=O)N(CCC3=CCCCC3)C2=O)c(OC)c1	-8	1	-8	103	1318	nt	-5	-1	-3	-21	-0.9
Cc1ccc(C)c(C2(O)CC(C)N(C)CC2C)c1 (configuration not stated)	5	4	2	101	1481	0.054	6	-3	4	nt	nt
S=C1Nc2ccccc2Sc2ccccc21	-17	-1	0	120	1618	-0.52	-5	1	3	-11	1.5
CC(C)CCn1c(=O)c(C(=O)Nc2ccccc2S(N)(=O)=O)c(O)c2ccccc21	-14	-8	3	113	1542	nt	-3	4	6	nt	4.2
COc1ccccc1-n1c(O)c(C=NCc2ccc3c(c2)OCO3)c(=O)[nH]c1=O	6	6	4	98	1627	-0.1	6	5	-4	-22	0.7
Cc1cccc(CSc2nc3c(cc2C#N)CN(C)CC3)c1	8	-8	3	99	1494	nt	0	2	-1	nt	2.7

This is a subset, so the mix of outcomes need not match the whole.
